FadD28 binding – blocks FadD28 binding to the bisubstrate probe | hit rate 0.22% among 360,000 | fluorescence polarization | inhibition, % at 12.5 µM; in the data active means inhibition above about 8.5%, passing the limit was not always enough; inconclusive means no clear call, values can overlap the other calls
MazF activator – activators of E. coli MazEF toxin-antitoxin RNase; activation, % at 20 µM; AID 504720; FAM/BHQ RNA-DNA oligo cleavage fluorescence, 5 h; P0AE70; hit rate 0.32% among 350,000; in the data active means activation above about 50%
Target sequence (P0AE70 whole entry, looked up): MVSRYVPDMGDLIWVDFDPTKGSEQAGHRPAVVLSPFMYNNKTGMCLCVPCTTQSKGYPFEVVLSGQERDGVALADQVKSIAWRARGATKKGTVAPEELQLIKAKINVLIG
GDH-TPI inh – GDH-TPI coupled enzyme inhibition counter-screen. GDH-TPI coupled enzyme counterscreen, NADH absorbance. inhibition, % at 4.8 µM. hit rate 1.2% among 360,000. AID 588335; in the data active means inhibition above about 30%;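 further: 0% = DMSO wells and 100% = wells lacking the enzyme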
PrPC surface inh – reduces human prion protein on the cell surface; cell surface PrPC, TR-FRET read-out; inhibition, % at 13.8 µM; hit rate 0.43% among 370,000; AID 720596; in the data active means inhibition above about 24%; further: 0% = median of the test wells and 100% = reference compound wells
Mtb BioA inh – blocks M. tuberculosis BioA enzyme activity; hit rate 0.096% among 360,000; inhibition, % at 9.99 µM; purified M. tuberculosis BioA enzyme, plate reader; in the data active means inhibition above about 40%; inconclusive means no clear call, values can overlap the other calls
UGM FP inh – Mtb UDP-galactopyranose mutase inhibition; P9WIQ1; purified UGM, fluorescence polarization probe displacement; hit rate 0.06% among 320,000; AID 504406; inhibition, % at 10 µM; in the data active means inhibition above about 10%, passing the limit was not always enough; inconclusive means no clear call, values can overlap the other calls
Target sequence (P9WIQ1 whole entry, looked up): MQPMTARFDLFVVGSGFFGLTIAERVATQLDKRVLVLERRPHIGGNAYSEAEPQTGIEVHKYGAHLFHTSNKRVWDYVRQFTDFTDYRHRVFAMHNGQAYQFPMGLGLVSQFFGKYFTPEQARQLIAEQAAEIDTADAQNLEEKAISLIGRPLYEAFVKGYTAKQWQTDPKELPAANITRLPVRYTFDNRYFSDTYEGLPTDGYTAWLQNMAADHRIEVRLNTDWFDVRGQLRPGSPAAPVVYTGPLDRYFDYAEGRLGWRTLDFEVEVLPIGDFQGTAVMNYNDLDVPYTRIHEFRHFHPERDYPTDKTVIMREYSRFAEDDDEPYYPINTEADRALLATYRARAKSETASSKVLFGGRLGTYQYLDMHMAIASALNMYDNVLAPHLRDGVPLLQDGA
Mtb FBA inh – inhibits M. tuberculosis FBA enzyme; inhibition, % at 1 µM; AID 588726; P9WQA3; purified M. tuberculosis FBA, fluorescence read-out; hit rate 2.3% among 360,000; in the data active means inhibition above about 27%;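 further: 0% = vehicle and 100% = reference inhibitor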
Rv3671c protease – inhibits the M. tuberculosis serine protease Rv3671c. P9WHR9. inhibition, % at 5.96 µM. hit rate 0.048% among 320,000. AID 2606; in the data active means inhibition above about 38%;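 further: extracellular domain of Rv3671c used as enzyme; 0% = enzyme with DMSO and 100% = no enzyme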
BoNT F protease – inhibitors of Botulinum neurotoxin F light chain protease | inhibition, % at 10 µM | AID 588497 | Multiplex microsphere protease cleavage assay, flow cytometry | hit rate 0.22% among 360,000; in the data active means inhibition above about 35%, passing the limit was not always enough; inconclusive means no clear call, values can overlap the other calls; further: plate controls were buffer without enzyme for full effect and enzyme alone for no effect
* = called active by the depositor; ? = inconclusive; . = not tested or not shown; + = active, no number.

1. O=C(Oc1ccc(Br)cc1C(=S)N1CCCCC1)c1cc([N+](=O)[O-])cc([N+](=O)[O-])c1
2. C/C(=N/NC(=O)c1cc(O)c(O)c(O)c1)c1ccc([N+](=O)[O-])cc1
3. O=C(NNC(=O)c1ccccc1O)c1cccc(Br)c1
4. CCOc1ccc(C2C(C(=O)Nc3cc(C)on3)c3ccccc3C(=O)N2CCN2CCOCC2)cc1 (stereo not given)
5. OCc1ccc(-c2cccc3nccn23)cc1
entry no. | 1 | 2 | 3 | 4 | 5
FadD28 binding | -3.4 | 3.5 | -1.6 | -2.3 | -1.1
Rv3671c protease | -5 | . | 7 | 2 | .
GDH-TPI inh | 4 | 12 | 31* | 2 | 13
Mtb BioA inh | . | . | -2.7 | . | -0.2
PrPC surface inh | . | -1 | -3 | -7 | 0
BoNT F protease | -2 | -8 | ? | 6 | -5
MazF activator | -3 | 2 | 3 | 8 | .
Mtb FBA inh | -1 | 4 | -3 | 6 | +
UGM FP inh | 2.5 | . | 4.0 | 0.7 | .

6. O=C1C2C(C(=O)N1/N=C/c1ccc(N3CCCCC3)o1)C1C=CC2C12CC2 (stereo not given)
7. CCC(Sc1ccc2nnc(-c3cccnc3)n2n1)C(=O)OC (stereo not given)
8. O=C(CCn1c(=O)[nH]c2ccsc2c1=O)Nc1ccc(F)c(F)c1
9. COc1ccc(OC)c(NC(=O)C2CC(=O)N(c3ccccc3)C2)c1 (stereo not given)
10. Cc1ccc(CNC(=O)C23CN(Cc4ccccc4)CC2C(c2cccc([N+](=O)[O-])c2)=NO3)cc1 (stereo not given)
entry no. | 6 | 7 | 8 | 9 | 10
FadD28 binding | 0.6 | -0.5 | -4.7 | -1.5 | -2.2
Rv3671c protease | -10 | 0 | 2 | -6 | 0
GDH-TPI inh | 12 | 3 | 6 | 3 | 0
Mtb BioA inh | 0.1 | -2.6 | 0.1 | 0.3 | 0.2
PrPC surface inh | 8 | -4 | 2 | 2 | 14
BoNT F protease | 6 | 1 | -10 | -5 | -20
MazF activator | 1 | 0 | 4 | -4 | 2
Mtb FBA inh | -1 | 1 | 2 | -4 | -1
UGM FP inh | 0.2 | -0.2 | 0.9 | 1.4 | -0.9

11. Cc1cc(NC(=O)COC(=O)c2c(C)nn(-c3ccccc3)c2C)no1
12. CNS(=O)(=O)c1cccc(C(=O)OCC(=O)N(CCC#N)c2ccccc2)c1
13. COc1ccccc1NC(=O)c1c(Nc2ccccc2C)sc(C(=O)Nc2cccc(Cl)c2)c1N
14. CCSc1nnc(NC(=O)C2CC=CCC2C(=O)O)s1 (stereo not given)
15. Cc1nn(C)c(C)c1S(=O)(=O)N(CC(=O)NCCCN1CC(C)CC(C)C1)c1ccc(C(C)C)cc1 (stereo not given)
entry no. | 11 | 12 | 13 | 14 | 15
FadD28 binding | -2.2 | -2.8 | -0.3 | 0.8 | -1.8
Rv3671c protease | -2 | 0 | -116 | 2 | 2
GDH-TPI inh | -3 | 0 | 22 | -5 | -2
Mtb BioA inh | . | . | -1.7 | . | -0.8
PrPC surface inh | 1 | 4 | -1 | -18 | -18
BoNT F protease | 4 | 0 | -4 | -3 | 3
MazF activator | 1 | 6 | 5 | -2 | -16
Mtb FBA inh | 2 | 0 | -2 | 1 | 3
UGM FP inh | -1.8 | -2.0 | -1.5 | 0.3 | -1.9

16. COc1cc(OC)cc(C(=O)NNC(=O)CCC(=O)c2cc(C)sc2C)c1
17. CN1CCN(C(=O)C2CC(c3ccc(F)cc3)=NO2)CC1 (stereo not given)
18. COc1cc(C(C)=O)ccc1OC(=O)CN1C(=O)c2ccccc2C1=O
19. O=C(CCN1C(=O)S/C(=C\c2ccccc2)C1=O)NCCCn1ccnc1
20. Cc1cccc(C(=O)NCC(=O)NCC(c2ccco2)N2CCCCC2)c1 (stereo not given)
entry no. | 16 | 17 | 18 | 19 | 20
FadD28 binding | -8.3 | 0.1 | -0.5 | 0.2 | -1.9
Rv3671c protease | -3 | 1 | . | -6 | 0
GDH-TPI inh | 3 | 8 | 11 | 20 | 9
Mtb BioA inh | -1.4 | 0.4 | -0.9 | 1.1 | -0.4
PrPC surface inh | 7 | 3 | 7 | -5 | 2
BoNT F protease | -4 | -8 | -7 | 8 | -6
MazF activator | 2 | 9 | 4 | 8 | -2
Mtb FBA inh | -2 | 3 | 3 | 3 | 0
UGM FP inh | 1.2 | 0.1 | 1.8 | 0.5 | -2.3

21. C#C[C@]1(O)CCC2C3CCC4=CC(=O)CC[C@@H]4C3CC[C@@]21C (stereo not given in full)
22. Cc1ccc(CS(=O)(=O)c2nsc(C)c2C#N)cc1
23. O=C(CN1CCN(c2ccccc2)CC1)c1ccc2cc[nH]c2c1
24. Cc1cc2nc(N3C(=O)CNC3=S)sc2cc1C
25. COc1cc(C(=O)COC(=O)c2ccc3c(c2)OCCO3)cc(OC)c1OC
entry no. | 21 | 22 | 23 | 24 | 25
FadD28 binding | -4.4 | -3.6 | -0.2 | -0.5 | -0.6
Rv3671c protease | -6 | 7 | -9 | -1 | .
GDH-TPI inh | 2 | -1 | 4 | 24 | 5
Mtb BioA inh | -1.3 | . | -0.9 | -0.7 | -1.4
PrPC surface inh | 1 | 3 | -7 | -6 | 6
BoNT F protease | -4 | -2 | 4 | 1 | -8
MazF activator | -1 | -1 | -1 | 1 | 5
Mtb FBA inh | -2 | 1 | 9 | -1 | -2
UGM FP inh | -2.8 | 2.4 | 0.5 | -0.4 | .

26. Cn1cc(/C=C(\NC(=O)c2ccccc2Cl)C(=O)NCCCN2CCOCC2)c2ccccc21
27. Cc1nnc(SCC(=O)NCc2ccco2)[nH]c1=O
28. Nn1c(SCc2ccc(Br)cc2)nnc1-c1ccccn1
29. Cc1ccc(NC(=O)C2CCCN(S(=O)(=O)c3cnc[nH]3)C2)cc1C (stereo not given)
30. O=C(NCc1ccc(Cl)cc1)c1csc(-c2cccnc2)n1
entry no. | 26 | 27 | 28 | 29 | 30
FadD28 binding | 1.1 | -2.1 | -1.5 | -1.7 | -3.4
Rv3671c protease | -6 | -5 | 10 | -4 | -4
GDH-TPI inh | 34* | 8 | 5 | -10 | 0
Mtb BioA inh | -2.0 | -0.8 | . | -0.8 | .
PrPC surface inh | -12 | -10 | 3 | 2 | 0
BoNT F protease | 3 | -4 | -1 | -3 | .
MazF activator | 3 | 2 | -1 | 0 | 8
Mtb FBA inh | 0 | 0 | 4 | 1 | -5
UGM FP inh | 1.4 | 0.8 | -2.1 | 2.4 | -0.1

By substructure: those above containing a halogen
1. O=C(Oc1ccc(Br)cc1C(=S)N1CCCCC1)c1cc([N+](=O)[O-])cc([N+](=O)[O-])c1
3. O=C(NNC(=O)c1ccccc1O)c1cccc(Br)c1
8. O=C(CCn1c(=O)[nH]c2ccsc2c1=O)Nc1ccc(F)c(F)c1
13. COc1ccccc1NC(=O)c1c(Nc2ccccc2C)sc(C(=O)Nc2cccc(Cl)c2)c1N
17. CN1CCN(C(=O)C2CC(c3ccc(F)cc3)=NO2)CC1 (stereo not given)
26. Cn1cc(/C=C(\NC(=O)c2ccccc2Cl)C(=O)NCCCN2CCOCC2)c2ccccc21
28. Nn1c(SCc2ccc(Br)cc2)nnc1-c1ccccn1
entry no. | 1 | 3 | 8 | 13 | 17 | 26 | 28
FadD28 binding | -3.4 | -1.6 | -4.7 | -0.3 | 0.1 | 1.1 | -1.5
Rv3671c protease | -5 | 7 | 2 | -116 | 1 | -6 | 10
GDH-TPI inh | 4 | 31* | 6 | 22 | 8 | 34* | 5
Mtb BioA inh | . | -2.7 | 0.1 | -1.7 | 0.4 | -2.0 | .
PrPC surface inh | . | -3 | 2 | -1 | 3 | -12 | 3
BoNT F protease | -2 | ? | -10 | -4 | -8 | 3 | -1
MazF activator | -3 | 3 | 4 | 5 | 9 | 3 | -1
Mtb FBA inh | -1 | -3 | 2 | -2 | 3 | 0 | 4
UGM FP inh | 2.5 | 4.0 | 0.9 | -1.5 | 0.1 | 1.4 | -2.1

30. O=C(NCc1ccc(Cl)cc1)c1csc(-c2cccnc2)n1
entry no. | 30
FadD28 binding | -3.4
Rv3671c protease | -4
GDH-TPI inh | 0
Mtb BioA inh | .
PrPC surface inh | 0
BoNT F protease | .
MazF activator | 8
Mtb FBA inh | -5
UGM FP inh | -0.1
